Screening data (PubChem)
MK inhibit – blocks S. pneumoniae mevalonate kinase; purified MK, PK/LDH-coupled NADH absorbance 340 nm; 65,000 tested, 0.48% active; inhibition, % at 10 µM; AID 555;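 active means ranked among the strongest by inhibition in the single 10 µM screen, a fixed top-ranked set picked for dose follow-up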; further: no value below 0 was filed
KRASV12 cytotoxicity – cytotoxicity in KRAS-transformed pancreatic duct cells, primary screen, cell-based, fluorescence, HTS (AID 431). HPDE-C7K KRASV12 cells, Alamar Blue viability, 48 h; higher % means a stronger effect. cytotoxicity, % at 10 µM; hits with a dose series show EC50 in µM. 63,000 tested, 1.7% active;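 active means compounds whose percent cytotoxicity in the single-dose primary screen, scaled between solvent and toxic-drug controls, exceeds 50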;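 further: 0% = DMSO solvent wells and 100% = doxorubicin-treated wells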
Bfl-1 inhibitors – Bfl-1 inhibitors, primary screen, biochemical, fluorescence polarization, FITC-Bid, mouse (AID 432) | 64,000 tested, 0.02% active | FITC-Bid BH3 peptide fluorescence polarization displacement; higher % means a stronger effect | displacement, % at 20 µM; hits with a dose series show IC50 in µM; in the data active means a potency from the dose series; inactive means the rest, 99 in 100 with displacement below about 15%; further: strong numbers were not always called active
HT1080 cytotoxicity – cytotoxicity in HT1080 fibrosarcoma cells, cell-based, fluorescence readout (AID 620) | HT1080 viability, fluorescence; higher % means a stronger effect | cytotoxicity, % at 10 µM; hits with a dose series show EC50 in µM | 87,000 tested, 0.42% active;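 further: cells exposed to compound overnight then 4 h with Alamar Blue; 0% = vehicle DMSO and 100% = killing control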
PMK inhibit – inhibitors of Streptococcus pneumoniae phosphomevalonate kinase; purified PMK, PK/LDH-coupled NADH absorbance 340 nm; inhibition, % at 10 µM; 65,000 tested, 0.49% active; AID 539;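 active means top-ranked compounds by inhibition in the single 10 µM screen, taking a fixed number of the strongest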;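 further: 0% = full reaction with DMSO carrier and 100% = background rate without enzyme reaction; no value below 0 was filed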
DPM-DC inhibit – blocks S. pneumoniae diphosphomevalonate decarboxylase. 65,000 tested, 0.49% active. calls only at 10 µM. purified DPM-DC, PK/LDH coupled NADH fluorescence;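 active means the 320 compounds with the highest percent inhibition in the single-dose primary screen, excluding strongly autofluorescent ones, cut at about 32% in these data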;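 further: kinetic rate of NADH fluorescence loss reporting ADP formed by the decarboxylase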
HPDE-C7 cytotoxicity – cytotoxicity in HPDE-C7 cells, cell-based, fluorescence, HTS (AID 430). HPDE-C7 pancreatic duct cells viability, fluorescence; higher % means a stronger effect. cytotoxicity, % at 10 µM, or EC50 in µM where a hit was titrated. 63,000 tested, 1.8% active;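 further: cells exposed to compound for 48 hours before viability readout; 0% = vehicle and 100% = reference cytotoxic drug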
LYP phosphatase – inhibition of human PTPN22 tyrosine phosphatase – biochemical, DiFMUP fluorescence, recombinant catalytic domain, 10 µM, primary screen (AID 606); recombinant LYP catalytic domain, DiFMUP fluorescence; higher % means a stronger effect; inhibition, % at 10 µM; hits with a dose series show IC50 in µM; 52,000 tested, under 10 active;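 active means IC50 under 40 µM in the dose-response test; inactive means IC50 of 40 µM or more, or never dose-tested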
Alkaline phosphatase – human TNAP enzyme inhibitors, biochemical, luminescent (AID 518); purified TNAP enzyme, luminescent substrate readout; higher % means a stronger effect; 64,000 tested, 0.09% active; inhibition, % at 20 µM; hits with a dose series show IC50 in µM; in the data active means a potency from the dose series; inactive means the rest, 99 in 100 with inhibition below about 22%;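 further: plate controls were vehicle for no effect and reference inhibitor for full effect; many of its hits are not listed in these tables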
* hit, by the source's call; i = inactive; . = not tested or not shown. Unless noted, no stated cut-off is given here; in the data, active means cytotoxicity above about 50%; inactive means the rest. Only part of the results is shown; the hit share may differ from the screen's.

SMILES	MK inhibit	KRASV12 cytotoxicity	Bfl-1 inhibitors	HT1080 cytotoxicity	PMK inhibit	DPM-DC inhibit	HPDE-C7 cytotoxicity	LYP phosphatase	Alkaline phosphatase
CCCC(C)n1[nH]c(=O)c2c1NC(=O)CSC2c1ccc(OC)c(OC)c1 (stereo not drawn)	6	5%	-2%	-4%	8	i	-2%	10%	3%
CC1=CC(=O)C2=C(C)CC(O)C3C(C)C(=O)OC3C12 (stereo not drawn)	8	-6%	-5%	6%	2	i	15%	10%	8%
CCCCn1c(O)c(C(CC)=Nc2ccc(OCC)cc2)c(=O)[nH]c1=O	11	1%	-10%	0%	11	i	5%	.	9%
O=C1C2CCCN2C(c2cccnc2)N1c1cccc(Cl)c1 (stereo not drawn)	9	1%	10%	-2%	3	i	-2%	10%	0%
CN(C)C(=O)Oc1ccc(OC(=O)N(C)C)cc1	0	-7%	-8%	2%	1	i	1%	-3%	10%

An excerpt from above, showing only HT1080 cytotoxicity and KRASV12 cytotoxicity.
| compound | HT1080 cytotoxicity | KRASV12 cytotoxicity |
| --- | --- | --- |
| CCCCn1c(O)c(C(CC)=Nc2ccc(OCC)cc2)c(=O)[nH]c1=O | 0% | 1% |
| O=C1C2CCCN2C(c2cccnc2)N1c1cccc(Cl)c1 (stereo not drawn) | -2% | 1% |

Of the compounds above, these contain an NH in an aromatic ring:
SMILES	MK inhibit	KRASV12 cytotoxicity	Bfl-1 inhibitors	HT1080 cytotoxicity	PMK inhibit	DPM-DC inhibit	HPDE-C7 cytotoxicity	LYP phosphatase	Alkaline phosphatase
CCCC(C)n1[nH]c(=O)c2c1NC(=O)CSC2c1ccc(OC)c(OC)c1 (stereo not drawn)	6	5%	-2%	-4%	8	i	-2%	10%	3%
CCCCn1c(O)c(C(CC)=Nc2ccc(OCC)cc2)c(=O)[nH]c1=O	11	1%	-10%	0%	11	i	5%	.	9%
